Screening results deposited in PubChem by several laboratories.
TNAP activators – stimulation of alkaline phosphatase TNAP activity – biochemical, luminescent, no phosphate acceptor, uHTS, primary screen (AID 1001). activation fold at 20 µM, or EC50 in µM where a hit was titrated. purified TNAP, luminescent activation assay, no phosphate acceptor; higher activation fold means a stronger effect. 0.03% of 200,000 active; in the data active = activation fold from about 3, or a potency from the dose series; inactive = the rest, 99 in 100 with activation fold below about 1.6; note: many of its hits are not listed in these tables
ER stress rescue – protection against thapsigargin-triggered cell killing – 384-well, CSM14.1, ATP luminescence, primary screen (AID 1222); CSM14.1 thapsigargin-induced death rescue, ATP luminescence; higher % means a stronger effect; one-dose cellular ATP content (survival), % at 20 µM; EC50 in µM for titrated hits; 190,000 tested, under 10 active;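 active = EC50 below 50 µM in the dose-response confirmation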;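 note: death triggered by thapsigargin at about 15 µM added after 2 h compound pretreatment; cell ATP read after overnight thapsigargin exposure of roughly 18 to 22 hours; normalized against plate controls of thapsigargin alone and 5% DMSO vehicle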
GPR55 beta-arrestin – selective activators of receptor GPR55 – imaging, U2OS cells, beta-arrestin-GFP redistribution, primary screen (AID 1961); 0.048% of 290,000 active; one-dose activation, % at 10 µM; EC50 in µM for titrated hits; U2OS GPR55 beta-arrestin-GFP redistribution imaging; higher % means a stronger effect;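 active = activation above 40% with more than 50 cells counted in the well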;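 note: U2OS osteosarcoma cells stably expressing GPR55 and beta-arrestin-GFP; plate controls were DMSO negative control for no effect and LPI positive control for full effect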
NOD1 NF-kB reporter – inhibition of NOD1-driven NF-kB reporter – cell-based, luminescence, uHTS, primary screen (AID 1578). NOD1-driven NF-kB luciferase reporter cells, luminescence; higher % means a stronger effect. inhibition, % at 4 µM, or EC50 in µM where a hit was titrated. 1% of 290,000 active; in the data active = inhibition mostly above about 36%, no sharp cut-off; inactive = mostly below about 34%;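 note: HEK-293T reporter cells stimulated with the NOD1 agonist gamma-tri-DAP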
Yfh1-depleted yeast – enhancers of respiration in Yfh1-depleted yeast, dose response, Friedreich's ataxia, plus single-dose screen (AID 1465); fold induction at 50 µM; hits with a dose series show EC50 in µM; S. cerevisiae Yfh1-off respiration, WST-1 reduction, 72 h; higher fold induction means a stronger effect; 0.074% of 220,000 active;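 active = fold induction of absorbance versus untreated yeast above a set limit, then at least 30% activation at any dose in follow-up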;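 note: activators that raise dye reduction in frataxin-depleted yeast; strong numbers were not always called active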
NTR1 ag – agonists of NTR1, primary screen, imaging, U2OS cells, beta-arrestin-GFP, high content (AID 493036); NTR1-U2OS beta-arrestin-GFP spot imaging, agonist mode; 0.17% of 330,000 active; P30989; activation, % at 20 µM;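 active = activation at or above 40% of the spot to cytoplasm intensity ratio, with at least 20 cells analyzed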;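 note: 0% = DMSO without peptide and 100% = 100 nM NTR1 peptide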
Target sequence (P30989 whole entry, looked up): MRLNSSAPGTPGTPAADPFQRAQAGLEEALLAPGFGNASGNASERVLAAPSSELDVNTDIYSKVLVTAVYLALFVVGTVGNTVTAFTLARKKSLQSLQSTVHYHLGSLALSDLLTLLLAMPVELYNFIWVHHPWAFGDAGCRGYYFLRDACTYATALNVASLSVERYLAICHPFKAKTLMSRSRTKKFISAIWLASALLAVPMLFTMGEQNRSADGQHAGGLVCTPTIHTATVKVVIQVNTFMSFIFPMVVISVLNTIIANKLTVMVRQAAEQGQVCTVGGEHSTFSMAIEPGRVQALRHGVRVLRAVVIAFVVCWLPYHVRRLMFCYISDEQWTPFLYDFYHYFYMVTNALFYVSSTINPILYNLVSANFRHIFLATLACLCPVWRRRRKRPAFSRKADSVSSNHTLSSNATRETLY
KOR beta-arrestin-1 – KOR agonists, beta-arrestin recruitment, primary screen, cell-based, luminescence, uHTS (AID 1777); 0.02% of 280,000 active; activation, % at 10 µM; hits with a dose series show EC50 in µM; KOR beta-arrestin recruitment, luminescence; higher % means a stronger effect; in the data active = activation above about 50%, passing the limit was not always enough; note: a part of the inactive calls stands beside numbers as strong as those of hits
KOR beta-arrestin-2 – kappa opioid receptor blockers – cell-based, luminescence, uHTS (AID 1778); inhibition, % at 10 µM, or IC50 in µM where a hit was titrated; KOR beta-arrestin recruitment, luminescence, antagonist mode; higher % means a stronger effect; 0.091% of 290,000 active; note: strong numbers were not always called active
HEK293 NOD2/NF-kB – inhibition of NOD2-driven NF-kB reporter – cell-based, luminescence, uHTS, HEK293 (AID 1566) | HEK293 NOD2/NF-kB luciferase reporter, luminescence; higher % means a stronger effect | inhibition, % at 4 µM, or EC50 in µM where a hit was titrated | 0.63% of 290,000 active; note: many of its hits are not listed in these tables
NTR1 ag cell count 20 µM – recorded beside NTR1 ag, whose call it bears; cell count; measured here: cell count, cytotoxicity flag
* = called active by the depositor; i = inactive; nt = no result given; [ ] = another dose, or the depositor's remark. Cut-off read from the data, not from the text of the source, unless noted: active = inhibition above about 50%; inactive = the rest.

SMILES	TNAP activators	ER stress rescue	GPR55 beta-arrestin	NOD1 NF-kB reporter	Yfh1-depleted yeast	NTR1 ag	NTR1 ag cell count 20 µM	KOR beta-arrestin-1	KOR beta-arrestin-2	HEK293 NOD2/NF-kB
Cc1ccc2nc(N3CCN(S(=O)(=O)c4ccc(C)c(Cl)c4)CC3)c(C#N)cc2c1	1.1	-0.1%	-0.1%	-1%	i	5.2	73	1.2%	6%	5%
CC1=NN(C(N)=S)C(=O)C1N=Nc1cc(Cl)ccc1Cl (stereo not drawn)	nt	nt	-0.1%	-6%	nt	1.9	97	-0.5%	-6%	4%
CC(=O)NC1(c2ccccc2)CCN(C(=O)N2CCOCC2)CC1	1.1	1.4%	-0.2%	-7%	i	-1.0	55	-3.1%	-26%	3%
CCc1c(C)nc(Nc2nc(C)c3cc(OC)ccc3n2)[nH]c1=O	1.3	2.3%	-0.2%	-43%	i	1.3	63	-4.3%	13%	-26%
O=c1[nH]cnc2c1ncn2[C@@H]1C[C@@H](O)[C@H](CO)O1	nt	nt	-0.2%	-10%	nt	0.9	87	2.8%	15%	1%
O=c1[nH]ncc(N2CCN(Cc3ccccc3)CC2)c1Cl	1	-2.3%	0.9%	-23%	i	-0.3	108	nt	-20%[20 µM]	6%
Cc1csc(SC(C)C(=O)Nc2ccc(S(=O)(=O)N3CCCC3)cc2)n1 (stereo not drawn)	1.1	-2.6%	-0.1%	-8%	i	-2.0	93	-2.7%	-28%	19%
CC(CCc1ccccc1)NC(=O)C1CCN(S(=O)(=O)N2CCCCC2)CC1 (stereo not drawn)	1.1	-1.6%	-0.2%	-10%	i	1.5	52	-1.3%	-8%	0%
CCCc1nc(SCC(=O)Nc2ccccc2OC)c2c(=O)n(C)c(=O)n(C)c2n1	1	-2.3%	-0.1%	17%	i	11	83	-1.7%	2%	19%
CC(C)(C)OC(=O)N/N=C\c1ccc([N+](=O)[O-])s1	1	0.3%	-1.0%	0%	i	4.0	47	-4.8%	24%	-2%
COc1cc(NC(=O)CSc2nnc3c(C)cc4c(C)ccc(C)c4n23)c(C(=O)O)cc1OC	1.1	0.2%	-0.2%	-19%	i	0.2	28	-1.6%	6%	-5%
COc1ccc(-c2csc(N3C(=O)C4C5c6ccccc6C(c6ccccc65)[C@@H]4C3=O)n2)cc1 (stereo partly drawn)	1.1	-0.6%	0.8%	3%	i	-0.7	52	-1.6%	-11%	19%
c1ccc2c(c1)CNC1(CCCCC1)C2	1.1	nt	0.2%	nt	i	-1.1	32	-2.3%	-26%	-10%
O=S(=O)(Nc1cccnc1)c1ccc(Br)c2ccccc12	nt	nt	0.3%	35%	nt	3.7	64	6.9%	-17%	-19%
CC1(C)CC(N2CCN(Cc3ccccc3)CC2)=CC(=[N+]2CCCCC2)C1	nt	nt	-0.1%	23%	i	0.5	50	-3.4%	-1%	26%
CCC1(CC)C(=O)C(C)(C)C(=O)OC1c1cccs1 (stereo not drawn)	1	-1.8%	1.9%	-18%	i	-0.6	56	-2.3%	19%	3%
O=C(NNC(=O)c1cccs1)c1ccc(Cl)c([N+](=O)[O-])c1	1	5.5%	-0.2%	-14%	i	5.1	79	0.3%	26%	9%
Cc1ccc(OCCCCNC2CCCC(C)C2C)c(C)c1 (stereo not drawn)	1.2	-2.5%	0.5%	-22%	i	6.4	50	-0.5%	0%	-15%
Cc1cc([N+](=O)[O-])ccc1NC(=O)CCC(=O)N1CCCC1	nt	nt	-0.1%	-24%	nt	0.4	57	-1.4%	34%	-10%
Cc1ccc(NC(=O)COc2nsnc2N2CCOCC2)cc1Cl	nt	nt	nt	-28%	nt	0.9	56	-1.3%	6%	-10%
CCOC(=O)C1=C(C)NC(SCC(=O)Nc2cc(C)on2)=C(C#N)C1c1cccs1 (stereo not drawn)	1.2	-3.1%	0.2%	21%	i	5.5	40	13%	37%	13%
CCOC(=O)c1cccc(NC(=O)CCn2nnc3ccccc32)c1	1.1	-0.6%	0.0%	-7%	i	-1.2	80	-3.2%	19%	17%
Cc1ccc(CNC(=O)C2CCC(CNc3nc(=S)[nH]c4ccccc34)CC2)cc1 (stereo not drawn)	1	-1.6%	0.1%	-21%	i	33	52	0.9%	-14%	26%
Cc1ccccc1NC(=S)NNC(=O)c1ccoc1C	2.9	-0.2%	0.0%	-34%	i	2.3	71	0.4%	10%	-2%
CCOc1ccc(CCNC(=O)C2CCN(c3nnc(-n4cccc4)s3)CC2)cc1OCC	1.2	0.2%	0.0%	10%	i	-0.7	39	1.0%	-8%	22%
Cn1c(-c2cccc(F)c2)nc2c1c(=O)[nH]c(=O)n2Cc1ccccc1	nt	nt	-0.2%	3%	nt	5.6	54	7.3%	-18%	11%
CCCCN(CC)CCNc1c(N2CCN(C(=O)OCC)CC2)c(=O)c1=O	0.9	-1.7%	-0.1%	1%	i	1.2	95	6.1%	-55%	4%
CC(Sc1nnc(Cc2cccs2)n1C1CCCCC1)C(=O)NCc1ccco1 (stereo not drawn)	0.8	-0.8%	-0.1%	-3%	i	1.1	26	-3.2%	-15%	12%
CCn1nnc(NC(=O)Cc2ccc(Cl)cc2)n1	1.1	-0.7%	0.4%	26%	i	1.7	61	0.5%	1%	-15%
CCCn1c(C)cc(C)c(C#N)c1=O	1.1	-1.6%	-0.4%	-30%	i	-1.2	46	0.3%	4%	-1%
Cc1ccccc1-c1ccc(=O)n(CC(=O)Nc2ccc(C(=O)N3CCCC3)cc2)n1	1	-0.9%	-0.1%	-12%	i	-1.9	79	-0.7%	18%	11%
Cn1c(SCC(=O)N2c3ccccc3Sc3ccccc32)nnc1-c1ccco1	1	1.3%	0.2%	-33%	i	0.2	38	2.8%	11%	0%
CCOc1ncccc1C(=O)Nc1ccc(C)cn1	nt	nt	0.0%	-38%	nt	-0.4	57	0.0%	8%	-2%
NS(=O)(=O)c1ccc(NC(=O)CSc2ccc3ccccc3n2)cc1	1	-0.2%	-0.1%	4%	i	-0.6	65	-13%	7%	9%
N=c1c2c(-c3ccccc3)c(-c3ccccc3)n(Cc3ccco3)c2ncn1CCCO	nt	nt	0.6%	26%	i	6.6	31	1.5%	31%	7%
Cc1ccc(C(c2nnnn2CC2CCCO2)N2CCN(c3cccc(C)c3C)CC2)cc1 (stereo not drawn)	1	0.2%	-0.1%	-11%	i	1.5	54	-1.4%	31%	-17%
CC(=O)N1N=C(c2cccc([N+](=O)[O-])c2)OC1c1ccc(Cl)cc1Cl (stereo not drawn)	1.1	-0.4%	-0.1%	17%	i	0.0	72	0.1%	22%	-2%
CC(=O)C1=C(O)C(=O)N(C)C1c1ccccc1F (stereo not drawn)	1	-0.6%	-0.2%	-2%	i	0.3	39	0.2%	28%	-1%
C=CCN1C(=O)CS/C1=N\S(=O)(=O)c1ccc(Cl)cc1	1	-2.8%	-0.5%	-4%	i	-3.4	42	-3.7%	-8%	3%
CCOc1ccc(Br)cc1C(=O)N/N=C/c1c[nH]c2ccccc12	nt	nt	-0.1%	-7%	nt	10	64	-22%	12%	7%
N#Cc1ccc(NC(=O)COC(=O)CNC(=O)C2CCCCC2)cc1	1.1	-0.5%	-0.2%	12%	i	-0.7	45	-10%	20%	-2%
O=C1CSC2(C(=O)N3CCCc4cccc2c43)N1c1cccc(C(F)(F)F)c1 (stereo not drawn)	1.1	0.8%	0.5%	11%	i	-1.2	73	-0.3%	-25%	23%
O=C(CSc1ccc2c(c1)OCCO2)Nc1ccc(Br)cn1	nt	nt	-0.1%	-20%	nt	0.3	65	-3.0%	-1%	23%
C=CCn1c(SCC(=O)Nc2cccnc2Cl)nnc1-c1ccc(Cl)cc1	1.1	0.0%	-0.4%	24%	i	3.0	49	7.8%	-20%	14%
O=C(/C=C/c1ccco1)Nc1ccc(Oc2ccccc2)cc1	1.1	-1.8%	0.3%	30%	nt	-5.1	73	-1.0%	14%	-59%
COc1ccc(OC)c(NC(=O)c2cccnc2Sc2cc(C)ccc2C)c1	1	-2.8%	0.6%	-24%	i	3.6	47	0.6%	13%	-12%
Cc1ccc2nc(-c3ccccc3)cc(C(=O)O)c2c1	1.1	-1.7%	0.3%	-4%	i	1.4	93	-8.4%	1%	-7%
COc1ccccc1NC(=O)CCN1C(=O)c2ccccc2C1=O	nt	nt	-0.1%	-5%	nt	-1.2	49	0.5%	10%	6%
Cc1ccc(S(=O)(=O)N2CCC(C(=O)NCCN3CCOCC3)CC2)cc1C	nt	nt	-0.1%	-28%	nt	-0.9	46	-2.3%	-7%	-9%
COCCCn1c(SCC(=O)NC2CCCC2)nnc1-c1cccs1	nt	nt	0.0%	-20%	nt	1.6	63	-2.7%	-57%	15%
COc1ccccc1C1(O)C(=O)Nc2ccccc21 (stereo not drawn)	nt	nt	0.4%	2%	nt	-1.0	38	-5.7%	-32%	24%
O=C1CC(N2CCN(c3ccc(O)cc3)CC2)C(=O)N1c1ccc2c(c1)OCO2 (stereo not drawn)	1	0.6%	-0.1%	-27%	i	0.1	55	-4.7%	-19%[20 µM]	-3%
Cc1c(Cl)cnc(NC(=O)COC(=O)C(NC(=O)c2ccco2)C(C)C)c1Cl (stereo not drawn)	1.1	nt	-0.1%	-12%	i	-0.8	75	-4.2%	17%	3%
CCCCSc1nnc(-c2cc3c(C(F)(F)F)nn(C)c3s2)n1C	1	3.6%	5.4%	13%	i	0.0	34	1.6%	-9%	16%
COc1ccccc1CNC(=O)CCS(=O)(=O)c1ccc2c(c1)CC(C)N2C(=O)C1CC1 (stereo not drawn)	nt	nt	-0.1%	-26%	nt	-0.9	70	-5.6%	36%	8%
COc1ccc(N2CC(NC(=O)NC(C)(C)C)CC2=O)cc1 (stereo not drawn)	1.1	-2.8%	0.8%	-49%	i	1.0	67	-3.8%	24%	5%
CCCC(C(=O)O)N1C(=O)/C(=C/c2cccn2C)SC1=S (stereo not drawn)	0.7	-1.9%	-0.1%	28%	>100µM*	nt	nt	-2.4%	-41%	26%

Looked up by compound from above:
SMILES	TNAP activators	ER stress rescue	GPR55 beta-arrestin	NOD1 NF-kB reporter	Yfh1-depleted yeast	NTR1 ag	NTR1 ag cell count 20 µM	KOR beta-arrestin-1	KOR beta-arrestin-2	HEK293 NOD2/NF-kB
COc1ccccc1NC(=O)CCN1C(=O)c2ccccc2C1=O	nt	nt	-0.1%	-5%	nt	-1.2	49	0.5%	10%	6%
Cc1c(Cl)cnc(NC(=O)COC(=O)C(NC(=O)c2ccco2)C(C)C)c1Cl (stereo not drawn)	1.1	nt	-0.1%	-12%	i	-0.8	75	-4.2%	17%	3%
Cc1ccc2nc(-c3ccccc3)cc(C(=O)O)c2c1	1.1	-1.7%	0.3%	-4%	i	1.4	93	-8.4%	1%	-7%

Some of the compounds tested, so the mix of outcomes need not match the whole.
